# High-throughput results as filed in PubChem BioAssay.
# All columns: NCI-60 one-dose screen, growth in % after 48 h at 10 µM unless noted; 100 = growth as untreated, 0 = no growth, -100 = all killed.
# MDA-MB-231: MDA-MB-231 breast cancer | AID 1794789 | actives 5% (n = 81,000)
# MCF7: MCF7 breast cancer | actives 6.3% (n = 82,000)
# K-562: K-562 leukemia. AID 1794777. actives 7.4% (n = 78,000)
# RPMI-8226: RPMI-8226 leukemia cells; actives 7.5% (n = 77,000); AID 1794781
# SR: SR leukemia cells | actives 8.7% (n = 73,000) | AID 1794780
# MOLT-4: MOLT-4 leukemia cells | actives 6.9% (n = 80,000)
# MDA-MB-435: MDA-MB-435 melanoma. actives 7.8% (n = 82,000). AID 1794794
# MDA-MB-468: MDA-MB-468 breast cancer | AID 2202374 | actives 8.5% (n = 78,000)
# * = called active by the depositor; . = no result given; & = joins results of further samples. The calls were made as follows: active = growth percent below 10; inactive = the rest.
1	C#Cc1ccc(-n2c(/C=C/c3cc(OC)c(OC)c(OC)c3)nc3ncccc3c2=O)cc1
2	O=c1oc2c(c3ccccc13)CCCC2O (stereo not given)
3	N#CC1=C(c2ccccc2)Nc2c(c(-c3ccccc3)nn2-c2ccccc2)C12C(=O)Nc1ccccc12 (stereo not given)
4	C[N+]1=C(/C=C/c2ccc(N)cc2)C(C)(C)c2ccccc21
5	CC(=O)NC1=NC(=O)/C(=C/c2ccc(Cl)cc2Cl)N1C
6	COc1cc(-c2nc(C(=O)Nc3ccc(Cl)cc3)nn2-c2ccc(F)c(F)c2)cc(OC)c1OC
7	N#C/C(=C\c1ccc2c(c1)OCO2)c1cc2ccccc2[nH]1
8	NCC[C@@H](N)C[C@H]1O[C@@H](n2cnc3c(N)ncnc32)[C@H](O)[C@@H]1O
screen / no.	1	2	3	4	5	6	7	8
MDA-MB-231	59	104	69	97	108	71	70	100
MCF7	25	89	64	89	92	85	41	94
K-562	26	107	63	70	107	92	25	84
RPMI-8226	41	107	50	79	101	69	68	.
SR	.	101	35	50	89	71	31	103
MOLT-4	.	107	51	88	92	76	69	108
MDA-MB-435	-9.5*	104	59	108	99	88	12	103
MDA-MB-468	3.9*	106	65	85	106	105	46	102

9	COC1CC(NC(C)=O)C(OC(=O)c2ccccc2)C(CBr)O1 (stereo not given)
10	N#C/C(=C\c1ccc(-c2ccc(Cl)cc2)o1)c1nc(-c2ccco2)cs1
11	CCOC(CN(C(C)C)C(C)C)OCC
12	CCOC(=O)c1cc(-c2ccc([N+](=O)[O-])cc2)n(-c2ccc(C(=O)O)c(O)c2)c1C
13	CCSc1cc(C)nc(N)n1
14	CC(C)COC(=O)/C=C/c1ccccc1
15	CSc1nc(Cl)cc(Sc2nc(N)nc3nc[nH]c23)n1
16	CCCCn1c(=O)c(/C=C/C(=O)/C=C/c2ccc3c(c2)OCO3)cc2cc(C)ccc21
screen / no.	9	10	11	12	13	14	15	16
MDA-MB-231	109	85	109	81	113	100	93	96
MCF7	103	15	98	54	102	98	74	61
K-562	95	94	91	45	104	100	93	81
RPMI-8226	104	65	103	-3.1*	105	100	92	.
SR	119	95	90	67	95	98	52	56
MOLT-4	93	97	91	27	93	104	98	79
MDA-MB-435	106	101	104	51	103	96	95	96
MDA-MB-468	101	-27*	105	59	103	105	78	88

17	COc1ccccc1/C=N/Nc1nc(C)cc(=O)[nH]1
18	O=C1CC(=O)Nc2cccc3cccc(c23)N1
19	CC(C)OC(=O)[C@H](C)NP(=O)(OC[C@H]1O[C@@H](n2cnc3sc4c(=O)[nH]c(N)nc4c32)C(F)(F)[C@@H]1O)Oc1ccccc1 (stereo not given in full)
20	Cn1cc(-c2nc(-c3cccnc3)cs2)c2ccccc21
21	Cc1ccc(-c2nc(SCC(=O)c3ccc(F)cc3)[nH]c(=O)c2C#N)cc1
22	CCOC(=O)c1nnn(Cc2cc(=O)oc3cc(C)cc(C)c23)c1C
23	Clc1ccc(-c2noc(CN3CCOCC3)n2)cc1
24	CC(=O)N(N=O)c1c(Cl)cc(Br)cc1Br
screen / no.	17	18	19	20	21	22	23	24
MDA-MB-231	95	90	99	93	106	98	116	110
MCF7	94	91	95	91	98	94	96	99
K-562	107	107	89	111	106	95	86	93
RPMI-8226	95	93	109	.	119	93	103	106
SR	101	49	89	95	98	86	90	92
MOLT-4	90	101	98	82	103	90	94	101
MDA-MB-435	109	105	102	90	106	108	90	102
MDA-MB-468	121	98	114	102	111	107	92	103

25	CC(C)[C@H]1CC[C@H]2[C@@H](CC[C@H]3[C@](C)(CN)CCC[C@]23C)C1
26	Cc1ccc(-c2n[nH]c(=O)c3nc(NC(=S)Nc4ccc(Cl)cc4)sc23)cc1
27	NCC1(O)CCCCC1
28	CNCc1c(O)ccc2ccccc12
29	O=C(NS(=O)(=O)c1ccc(Cl)cc1)n1ccc2cc(Br)cnc21
30	O=C1CSC(c2cccs2)N1c1nncs1 (stereo not given)
31	O=C1CC2C=CCN2C=C1NC(=O)c1ccccc1 (stereo not given)
32	CCCCCCNC(=O)Oc1ccc(/C(=C(\C)c2ccccc2)c2ccc(OCCN(CC)CC)cc2)cc1
screen / no.	25	26	27	28	29	30	31	32
MDA-MB-231	64	87	109	104	94	119	112	69
MCF7	-56*	92	115	100	111	94	101	16
K-562	19	100	111	94	95	104	93	2.1*
RPMI-8226	22	93	.	94	106	99	112	22
SR	.	101	107	91	82	111	89	1.6*
MOLT-4	37	110	114	104	90	102	96	20
MDA-MB-435	1.8*	100	119	114	102	104	105	46
MDA-MB-468	.	87	129	106	109	103	99	75

# A different layout for part of the listing above:
# Every second line gives: MDA-MB-231 | MCF7 | K-562 | RPMI-8226 | SR | MOLT-4 | MDA-MB-435 | MDA-MB-468
15. CSc1nc(Cl)cc(Sc2nc(N)nc3nc[nH]c23)n1
→ 93 | 74 | 93 | 92 | 52 | 98 | 95 | 78
16. CCCCn1c(=O)c(/C=C/C(=O)/C=C/c2ccc3c(c2)OCO3)cc2cc(C)ccc21
→ 96 | 61 | 81 | . | 56 | 79 | 96 | 88
17. COc1ccccc1/C=N/Nc1nc(C)cc(=O)[nH]1
→ 95 | 94 | 107 | 95 | 101 | 90 | 109 | 121
18. O=C1CC(=O)Nc2cccc3cccc(c23)N1
→ 90 | 91 | 107 | 93 | 49 | 101 | 105 | 98
19. CC(C)OC(=O)[C@H](C)NP(=O)(OC[C@H]1O[C@@H](n2cnc3sc4c(=O)[nH]c(N)nc4c32)C(F)(F)[C@@H]1O)Oc1ccccc1 (stereo not given in full)
→ 99 | 95 | 89 | 109 | 89 | 98 | 102 | 114
20. Cn1cc(-c2nc(-c3cccnc3)cs2)c2ccccc21
→ 93 | 91 | 111 | . | 95 | 82 | 90 | 102
21. Cc1ccc(-c2nc(SCC(=O)c3ccc(F)cc3)[nH]c(=O)c2C#N)cc1
→ 106 | 98 | 106 | 119 | 98 | 103 | 106 | 111
22. CCOC(=O)c1nnn(Cc2cc(=O)oc3cc(C)cc(C)c23)c1C
→ 98 | 94 | 95 | 93 | 86 | 90 | 108 | 107
23. Clc1ccc(-c2noc(CN3CCOCC3)n2)cc1
→ 116 | 96 | 86 | 103 | 90 | 94 | 90 | 92
24. CC(=O)N(N=O)c1c(Cl)cc(Br)cc1Br
→ 110 | 99 | 93 | 106 | 92 | 101 | 102 | 103
25. CC(C)[C@H]1CC[C@H]2[C@@H](CC[C@H]3[C@](C)(CN)CCC[C@]23C)C1
→ 64 | -56* | 19 | 22 | . | 37 | 1.8* | .
26. Cc1ccc(-c2n[nH]c(=O)c3nc(NC(=S)Nc4ccc(Cl)cc4)sc23)cc1
→ 87 | 92 | 100 | 93 | 101 | 110 | 100 | 87
27. NCC1(O)CCCCC1
→ 109 | 115 | 111 | . | 107 | 114 | 119 | 129
28. CNCc1c(O)ccc2ccccc12
→ 104 | 100 | 94 | 94 | 91 | 104 | 114 | 106
29. O=C(NS(=O)(=O)c1ccc(Cl)cc1)n1ccc2cc(Br)cnc21
→ 94 | 111 | 95 | 106 | 82 | 90 | 102 | 109

# The listing continues:
33	COc1cc2c(c(OC)c1OC)C(=O)CC(c1cccc(NC(=O)c3cc(N)ccc3Cl)c1)O2 (stereo not given)
34	COc1cc(/C(=C2/O[C@@H]([C@H]3COC(C)(C)O3)[C@H]3OC(C)(C)O[C@@H]23)c2ccc3ccccc3c2)cc(OC)c1OC
35	COC(=O)[C@]12CC[C@@H](C)[C@H](C)[C@H]1[C@]13O[C@H](C1=O)[C@@H]1[C@@]4(C)CC[C@H](OC(C)=O)C(C)(C)[C@@H]4CC[C@@]1(C)[C@]3(C)CC2
36	COC(=O)c1nc(N)nc(C(=O)OC)c1C(=O)c1ccc(OC)cc1
37	CNC(=O)OC1C(O[C@H]2C[C@H]3[C@@H]4CC=C5C[C@@H](O)CC[C@]5(C)[C@H]4CC[C@]3(C)[C@H]2[C@H](C)C(=O)CCC(C)C)OCC(O)C1OC1OCC(O)C(O)C1OC(=O)c1ccc(OC)cc1 (stereo not given in full)
38	Cc1ccc(-c2cc(O)c(C(=O)N3CCOCC3)s2)cc1
39	Oc1ccc(CSc2nnc(-c3ccc(Oc4ccccc4)cc3)o2)c2cccnc12
40	COc1ccc(-c2cc(C(=O)Nc3ncc(Cc4ccccc4)s3)c3ccccc3n2)cc1
screen / no.	33	34	35	36	37	38	39	40
MDA-MB-231	43	14	112	54&107	33	100	45	93
MCF7	14	23	96	42&96	3.7*	97	16	94
K-562	16	28	94	52&102	-21*	.	9.1*	110
RPMI-8226	40	37	93	33&107	-26*	95	23	97
SR	.	51	.	23&90	1.5*	83	32	104
MOLT-4	21	62	95	13&136	-40*	72	27	98
MDA-MB-435	-41*	26	107	67&104	-26*	94	30	104
MDA-MB-468	5.3*	51	121	47&98	-0.1*	102	31	108

41	CSC(=S)Nc1ccc(Cl)cc1
42	CCOc1c(C#N)c(Nc2ccc(S(N)(=O)=O)cc2)c(C#N)c2nc(=O)nc(Nc3ccccc3)n12
43	N#C/C(=C\c1ccc2c(c1)OCO2)c1nc2ccccc2s1
44	CO[C@H]1O[C@@H]2[C@H](C)OC(=O)CCCCC(=O)[C@@H]2CC1(OC)OC
45	CC1=C(C(=O)OCc2ccccc2)C(c2ccc3c(c2)OCO3)NC(=S)N1 (stereo not given)
46	CNC(=O)c1cc(-n2ccc3cc(NC(=O)Nc4ccc(N5CCOCC5)c(C(F)(F)F)c4)ccc32)ccn1
47	Nc1ccc(S(=O)(=O)c2ccc(NC(=O)c3ccc(-n4c(=O)[nH]c5ccccc5c4=O)cc3)cc2)cc1
48	CCN(CC)CC(O)CN(CC)CC
screen / no.	41	42	43	44	45	46	47	48
MDA-MB-231	92&98	96	71	118	105	45	109	105
MCF7	93&90	74	88	97	87	35	100	99
K-562	92&85	69	87	106	75	4.1*	91	120
RPMI-8226	91&98	86	100	106	77	-27*	104	102
SR	90&97	89	.	109	77	9.2*	88	100
MOLT-4	94&104	72	97	117	78	14	101	111
MDA-MB-435	104&100	97	85	103	94	40	118	106
MDA-MB-468	99&91	105	84	105	.	95	112	105

49	CCOC(=O)C(=Cc1ccc(C#N)cc1)C(=O)OCC
50	CSc1ccc2c(c1)N(C(=O)/C(C#N)=C/c1ccc3c(c1)OCO3)c1ccccc1S2
51	COc1ccc(-c2cc(-c3cn(-c4cccc(Cl)c4)nc3-c3ccc(OC)cc3)c(C#N)c(N)n2)cc1
52	CN1CCOC1c1ccc(C2OCCN2C)cc1 (stereo not given)
53	CCOC(=O)c1c2c(c(C)n1Cc1ccccc1)-c1oncc1CC2
54	CCCc1[nH]c(=O)c(C#N)c(COC)c1[N+](=O)[O-]
55	Cc1cc(C)nc(NS(=O)(=O)c2ccc(Nc3nc4nc(NCc5ccccc5)nc(-c5ccc(O)cc5)c4c(=O)[nH]3)cc2)n1
56	CN(C)c1ccc(/C=N\NC(=S)Nc2ccc(F)cc2)cc1
screen / no.	49	50	51	52	53	54	55	56
MDA-MB-231	16	98	100	94	93	112	29	108
MCF7	12	90	97	108	93	98	16	89
K-562	3.6*	96	98	109	92	120	38	92
RPMI-8226	-1.7*	104	100	.	72	107	18	100
SR	0.2*	114	105	108	111	95	26	108
MOLT-4	11	111	107	107	78	100	-1.8*	98
MDA-MB-435	8.8*	104	107	107	112	126	32	99
MDA-MB-468	16	98	114	101	99	91	.	103

57	COC(=O)/C=C(/C(=O)OC)c1c[nH]c2ccccc12
58	CN1C(=O)N(C)C2C1NN=c1s/c(=C\c3ccco3)c(=O)n12 (stereo not given)
59	Nc1nc(Br)nc2nc[nH]c12
60	O=S(=O)(Oc1ccc(OS(=O)(=O)c2ccccc2)cc1)c1ccccc1
61	NS(=O)(=O)c1ccc(C(=O)NN2C(=O)c3c(Cl)c(Cl)c(Cl)c(Cl)c3C2=O)cc1
62	O=C(C[n+]1cc2ccccc2cn1)c1ccc(O)c(O)c1
63	O=C1NC(=O)C(c2ccccc2)=C1Nc1ccc(C(=O)Nc2ccccc2)cc1
64	Clc1ccc2c(NCCCn3cnc4c(N5CCCC5)nc(Cl)nc43)ccnc2c1
screen / no.	57	58	59	60	61	62	63	64
MDA-MB-231	104	96	115	97	97	93	80	90
MCF7	95	85	92	92	85	91	92	92
K-562	96	65	103	78	98	97	95	90
RPMI-8226	99	102	101	86	103	.	92	115
SR	99	53	95	95	101	104	83	84
MOLT-4	94	101	111	92	100	103	82	92
MDA-MB-435	100	71	105	97	102	.	94	101
MDA-MB-468	87	96	102	81	115	96	83	107

# Brought forward from above: two compounds; new compounds follow.
63	O=C1NC(=O)C(c2ccccc2)=C1Nc1ccc(C(=O)Nc2ccccc2)cc1
64	Clc1ccc2c(NCCCn3cnc4c(N5CCCC5)nc(Cl)nc43)ccnc2c1
65	COc1ccc2nc(C)cc(Nc3cccc(O)c3)c2c1
66	COc1ccc(C2Nc3nc(SC)[nH]c(=O)c3N=C3c4ccccc4C(=O)C32)cc1 (stereo not given)
67	Cc1cc2nc3c4cc(Cl)ccc4n(CCN(C)C)c3nc2cc1C
68	O=C1Nc2ccc(I)cc2C1=O
69	COc1ccc(C2C=C(C)N=C3SC(C)=NN32)cc1OC (stereo not given)
70	NS(=O)(=O)c1ccc(NC(=S)/N=C\C(C(=O)c2ccccc2)=C(\O)c2ccccc2)cc1
71	Cc1ccc(-c2ccc(-c3ccccc3N)c3[nH]c4ccccc4c23)cc1
72	CN(C)c1ccc(C(O)(c2ccc(N(C)C)cc2)c2ccc(N(C)C)cc2)cc1
screen / no.	63	64	65	66	67	68	69	70	71	72
MDA-MB-231	80	90	89	99	7.8*	94	111	104	66	71
MCF7	92	92	96	81	-38*	72	102	96	76	88
K-562	95	90	68	89	3.4*	107	117	98	83	75
RPMI-8226	92	115	86	95	-11*	144	93	95	60	66
SR	83	84	78	166	5.1*	100	108	91	83	79
MOLT-4	82	92	86	78	2.3*	102	115	102	54	87
MDA-MB-435	94	101	102	44	2.0*	103	100	102	90	99
MDA-MB-468	83	107	96	109	-42*	.	98	96	97	68
